GLP1R cytotox: qHTS of GLP-1 Receptor Inverse Agonists: Cytotox Screen; HEK293 cAMP-luciferase reporter cells, luminescence, 24 h; AID 624418, 2012; Potency, µM (top dose mostly 38.3 µM), for the others: top-dose activity change, negative = inhibition, usual class: inhibitors; actives 0.13% (n = 410,000);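 note: loss of luciferase light is scored as toxicity; potency is the fitted concentration of half-maximal effect; % is set by controls: 0 for no effect and ±100 for the full control effect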
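MLSMR compounds, 24 hr on cells at 37 deg C/5% CO2; luminescence after luciferase reagent (12 min RT). Inhibition counted as the undesired cytotoxic outcome.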
SW480 rereplic: A quantitative high throughput screen for small molecules that induce DNA re-replication in SW480 colon adenocarcinoma cells. actives 1.8% (n = 340,000). Potency, µM (doses to about 46.1 µM), for inactives: at the highest dose re-replication activation, usual class: activators. SW480 DNA re-replication, Hoechst DNA content imaging, 48 h; note: potency is the fitted concentration of half-maximal effect; % of control where 0% means no effect; nearly all actives have a fitted effect of over 55% in size
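Cells (250 per well) received 23 nL compound or DMSO by pin tool and were kept 48 hr at 37 C, 5% CO2. Nuclei were then stained with Hoechst for 40 min and scanned for DNA content.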
KB-3-1 tox: qHTS assay for MDR1-selective chemotherapeutics: Primary screen using the parental adenocarcinoma cell KB-3-1; KB-3-1 viability, CellTiter-Glo ATP luminescence, 72 h; Potency, µM (titrated, usually from 46.1 µM), without a hit: at the top dose activity change, negative = cytotoxic, usual class: cytotoxic; actives 1.4% (n = 400,000); AID 1347075, 2019; note: potency is the fitted concentration of half-maximal effect; % is set by controls: 0 for no effect and ±100 for the full control effect; nearly all actives have a fitted effect of over 60% in size
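Using CellTiter-Glo luminescence, growth of non-resistant KB-3-1 adenocarcinoma cells is assessed 72 h after pin-tool compound addition at 37 °C. Normalized responses across the concentration series yield fitted curves.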
HT1080 IDH1KD tx: qHTS for induction of synthetic lethality in tumor cells producing 2HG: qHTS for the HT-1080-IDH1KD cell line; HT-1080 IDH1 knockdown viability, ATP luminescence, 48 h; Potency, µM (highest dose often 46.1 µM), for the others: at the top dose activity, negative = toxicity, hits mostly cytotoxic; actives 2% (n = 360,000);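 note: potency is the fitted concentration of half-maximal effect; 0% = DMSO wells and -100% = cell-free medium wells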
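Luminescent ATP read-out (CellTiter-Glo, 10 min at room temperature) after 48 h compound exposure at 37 °C gave viability of IDH1-knockdown HT-1080 cells. Activity was normalised to DMSO and cell-free wells, then fitted as concentration-response curves.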
MCF10A rerep: A quantitative high throughput screen for small molecules that induce DNA re-replication in MCF 10a normal breast cells; MCF 10A DNA re-replication, Hoechst nuclear intensity, 48 h; Potency, µM (titrated, usually from 46.1 µM), for the others: top-dose activity, positive = re-replication, actives largely listed as activators; actives 2.9% (n = 350,000); AID 624296, 2012; note: potency is the fitted concentration of half-maximal effect; % of control where 0% means no effect; nearly all actives have a fitted effect of over 50% in size
D3 ag: qHTS of D3 Dopamine Receptor Agonist: qHTS; AID 652048, 2013; max activation, %; D3R DiscoveRx beta-arrestin cells, luminescence, 90 min; actives 0.58% (n = 410,000); D(3) dopamine receptor (Homo sapiens), P35462; in the data active = max activation above about 30%; note: 0% is about no effect; mostly tested at two doses, the higher about 12 µM
Target sequence (P35462 whole entry, looked up): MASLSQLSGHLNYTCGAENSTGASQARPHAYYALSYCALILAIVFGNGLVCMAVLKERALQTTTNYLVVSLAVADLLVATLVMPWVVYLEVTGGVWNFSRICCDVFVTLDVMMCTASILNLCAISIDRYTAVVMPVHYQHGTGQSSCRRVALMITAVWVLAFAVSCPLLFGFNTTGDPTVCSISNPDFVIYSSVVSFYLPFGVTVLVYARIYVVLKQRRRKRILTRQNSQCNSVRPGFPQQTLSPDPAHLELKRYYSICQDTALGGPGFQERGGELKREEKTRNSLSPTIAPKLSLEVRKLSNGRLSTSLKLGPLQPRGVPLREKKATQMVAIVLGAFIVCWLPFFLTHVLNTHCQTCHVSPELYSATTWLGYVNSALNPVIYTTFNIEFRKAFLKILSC
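Cells at 1500/well, incubated overnight, then treated with pinned compounds (dopamine as control) for 90 min at 37 degrees C. DiscoveRx reagent added for 30 - 60 minutes at room temperature; luminescence read.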
IL-1B inflam inh: qHTS for Inhibitors of Inflammasome Signaling: IL-1-beta AlphaLISA Primary Screen; AID 743279, 2014; activity change, % at 57.5 µM; actives 4.7% (n = 360,000); THP-1 LPS/ATP IL-1B secretion, AlphaLISA, 16 h; hits give low values; in the data active = activity change below about -50%; inconclusive = mostly about -30% to -49%; note: % is set by controls: 0 for no effect and ±100 for the full control effect
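THP-1 cells pretreated 1 hr with compounds (up to 57.5 uM final), then stimulated with LPS (250 ng/mL final) plus ATP (1.25 mM final); secreted IL-1B measured by AlphaLISA after 16 hr, decreased signal indicating inhibition.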
HT1080-NT tox: qHTS for induction of synthetic lethality in tumor cells producing 2HG: qHTS for the HT-1080-NT fibrosarcoma cell line; HT-1080-NT fibrosarcoma viability, CellTiter-Glo ATP luminescence, 48 h; AID 686970, 2013; actives 1.6% (n = 360,000); Potency, µM (top dose mostly 46.1 µM), for inactives: at the top dose activity, negative = less viability, actives largely listed as cytotoxic;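 note: NT is the 2HG producing partner of a matched IDH1 knockdown line; potency is the fitted concentration of half-maximal effect; 0% = DMSO-treated cells and -100% = media-only wells without cells; nearly all actives have a fitted effect of over 55% in size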
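750 cells/well, RPMI + 5% FBS; 2 h settle, compound pin-transfer, 48 h at 37 degrees C. CellTiter-Glo 10 min RT, luminescence. Normalized to DMSO and media-only wells.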
KB-V1 MDR tox: qHTS assay for MDR1-selective chemotherapeutics: Primary screen using the drug-selected MDR subline cells KB-V1; KB-V1 MDR cells viability, CellTiter-Glo, 72 h; Potency, µM (highest dose often 46.1 µM), for the others: at the top dose activity change, negative = cytotoxicity, hits mostly cytotoxic; actives 3.4% (n = 400,000); note: potency is the fitted concentration of half-maximal effect; % is set by controls: 0 for no effect and ±100 for the full control effect; nearly all actives have a fitted effect of over 60% in size
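Compound-treated KB-V1 multidrug-resistant cells, 72 h, 37 degrees C; viability by CellTiter-Glo. Fitted qHTS curves give the values.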
* marks the source's active call; other numbers are inactive results; ? = inconclusive; / = not tested or not shown; [ ] = dose if it differs, or a comment. Unless noted, calls come from the whole dose curve; as a rule, active = well fitted curve in the direction sought with a large enough effect; inconclusive = small, poorly fitted or top-dose-only effect, or another doubt; inactive = no such curve, though single readings can be large; an effect the other way counts as inactive or inconclusive. Hits appear at their usual frequency; any-hit rate near 11%.

SMILES	GLP1R cytotox	SW480 rereplic	KB-3-1 tox	HT1080 IDH1KD tx	MCF10A rerep	D3 ag	IL-1B inflam inh	HT1080-NT tox	KB-V1 MDR tox
Cc1cc(C2=NNC(=NCCc3ccccc3)SC2)c(C)n1CC1CCCO1 (stereo unspecified)	-1%[7.66 µM]	-3%	-1%	-18%	-3%	6	-77*	?	17%
CCc1nc2ccccc2c(C(=O)OCC(=O)N(C)Cc2ccccc2)c1C	3%	13%	?	-14%	6%	2	-13	-11%	?
C#CCNC(=O)C1=C[C@@H](c2ccc3c(c2)OCO3)C[C@@H](OCCCCO)O1	3%	-8%	10%	15%	?	0	8	10%	11%
O=C(OCc1cn([C@@H]2CN(C(=O)c3cccs3)[C@@H](c3ccccc3)C[C@H]2O)nn1)c1ccccc1	-3%	/	-6%	1%	/	2	1	-9%	-9%
COc1ccc([C@H]2C[C@@H](O)[C@H](n3cc(COC(=O)c4ccccc4)nn3)CN2Cc2cccs2)cc1	1%	/	4%	2%	/	-6	18	5%	0%
Cc1cc(C)cc(NCc2cc(=O)oc3cc(C)c(O)cc23)c1	2%	5%	-4%	-27%	?	1	6	-24%	15%
Cc1sc2ncnc(N/N=C/c3ccccc3O)c2c1C	2%	?	?	?	?	14	62	?	?
CCNc1cc(Nc2c(C)n(C)n(-c3ccccc3)c2=O)c([N+](=O)[O-])c2nonc12	0%	-21%	-2%	-1%	-13%	8	/	-4%	-9%
C=CCN(c1ccccc1)S(=O)(=O)c1cccc(C(=O)NCC2CCCO2)c1 (stereo unspecified)	4%	2%	16%	4%	5%	-5	5	0%	?
CC1CCN(c2ccc(-c3cccc(NC(=O)c4ccco4)c3)nn2)CC1	-15%	-366%[inhibitor]	-13%	?	8%	2	-78*	?	-7%
CC(=O)Nc1ccc(N(C(=O)c2ccco2)C(C(=O)NC2CCCCC2)c2ccccc2)cc1 (stereo unspecified)	4%	-13%	6%	-3%	-2%	-24	-53*	-4%	-17%
O=C1NC2(Nc3ccccc31)C(=O)Nc1ccc(Br)cc12 (stereo unspecified)	13%	?	4%	-3%	?	1	28	0%	-2%

As a short view, part of the list above.
SMILES	GLP1R cytotox	SW480 rereplic	KB-3-1 tox	HT1080 IDH1KD tx	MCF10A rerep	D3 ag	IL-1B inflam inh	HT1080-NT tox	KB-V1 MDR tox
Cc1cc(C2=NNC(=NCCc3ccccc3)SC2)c(C)n1CC1CCCO1 (stereo unspecified)	-1%[7.66 µM]	-3%	-1%	-18%	-3%	6	-77*	?	17%
CCc1nc2ccccc2c(C(=O)OCC(=O)N(C)Cc2ccccc2)c1C	3%	13%	?	-14%	6%	2	-13	-11%	?
C#CCNC(=O)C1=C[C@@H](c2ccc3c(c2)OCO3)C[C@@H](OCCCCO)O1	3%	-8%	10%	15%	?	0	8	10%	11%
O=C(OCc1cn([C@@H]2CN(C(=O)c3cccs3)[C@@H](c3ccccc3)C[C@H]2O)nn1)c1ccccc1	-3%	/	-6%	1%	/	2	1	-9%	-9%
COc1ccc([C@H]2C[C@@H](O)[C@H](n3cc(COC(=O)c4ccccc4)nn3)CN2Cc2cccs2)cc1	1%	/	4%	2%	/	-6	18	5%	0%
Cc1cc(C)cc(NCc2cc(=O)oc3cc(C)c(O)cc23)c1	2%	5%	-4%	-27%	?	1	6	-24%	15%
Cc1sc2ncnc(N/N=C/c3ccccc3O)c2c1C	2%	?	?	?	?	14	62	?	?
CCNc1cc(Nc2c(C)n(C)n(-c3ccccc3)c2=O)c([N+](=O)[O-])c2nonc12	0%	-21%	-2%	-1%	-13%	8	/	-4%	-9%
C=CCN(c1ccccc1)S(=O)(=O)c1cccc(C(=O)NCC2CCCO2)c1 (stereo unspecified)	4%	2%	16%	4%	5%	-5	5	0%	?
CC1CCN(c2ccc(-c3cccc(NC(=O)c4ccco4)c3)nn2)CC1	-15%	-366%[inhibitor]	-13%	?	8%	2	-78*	?	-7%
CC(=O)Nc1ccc(N(C(=O)c2ccco2)C(C(=O)NC2CCCCC2)c2ccccc2)cc1 (stereo unspecified)	4%	-13%	6%	-3%	-2%	-24	-53*	-4%	-17%
O=C1NC2(Nc3ccccc31)C(=O)Nc1ccc(Br)cc12 (stereo unspecified)	13%	?	4%	-3%	?	1	28	0%	-2%

Screening data (PubChem BioAssay)
